GCN5L2 inh: blocks human GCN5L2 histone acetyltransferase. Potency, µM (highest dose often 58.9 µM), inactives show at the highest dose activity change, negative = inhibition, usual class: inhibitors. 0.21% of 390,000 active. Q92830. GCN5L2 HAT assay, ThioGlo1 CoA-SH fluorescence. AID 504327
Target sequence (Q92830 whole entry, looked up): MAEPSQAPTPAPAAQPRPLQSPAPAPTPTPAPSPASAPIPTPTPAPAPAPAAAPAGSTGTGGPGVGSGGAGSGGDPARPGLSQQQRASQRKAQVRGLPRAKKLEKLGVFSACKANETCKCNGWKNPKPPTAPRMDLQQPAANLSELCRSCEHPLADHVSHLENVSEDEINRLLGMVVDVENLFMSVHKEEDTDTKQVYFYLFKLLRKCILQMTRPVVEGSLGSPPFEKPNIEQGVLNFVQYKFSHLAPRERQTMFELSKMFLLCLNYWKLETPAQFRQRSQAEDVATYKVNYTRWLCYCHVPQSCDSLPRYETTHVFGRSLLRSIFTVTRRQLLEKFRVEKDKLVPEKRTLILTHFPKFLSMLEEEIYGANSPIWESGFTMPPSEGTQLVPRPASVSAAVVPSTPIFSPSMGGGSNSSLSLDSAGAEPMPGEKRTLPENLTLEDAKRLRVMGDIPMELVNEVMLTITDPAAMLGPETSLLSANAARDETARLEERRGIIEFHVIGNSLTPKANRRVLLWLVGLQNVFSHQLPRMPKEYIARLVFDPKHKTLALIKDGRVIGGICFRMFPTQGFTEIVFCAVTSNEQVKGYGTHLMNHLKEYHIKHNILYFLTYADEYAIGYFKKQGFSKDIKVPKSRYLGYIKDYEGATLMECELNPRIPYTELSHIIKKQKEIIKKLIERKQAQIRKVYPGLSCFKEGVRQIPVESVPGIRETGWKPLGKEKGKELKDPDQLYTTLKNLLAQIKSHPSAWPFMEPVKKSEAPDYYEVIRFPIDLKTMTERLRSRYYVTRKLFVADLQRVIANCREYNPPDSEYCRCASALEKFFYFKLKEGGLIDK
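Titration-based screen in which CoA formation is detected via maleimide probe ThioGlo1 (50uM) turning fluorescent on thiol reaction; substrates H3(1-25) 75uM and acetyl-CoA 70uM, GCN5L2 20nM, 20 min incubation at room temperature.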
TDP1 cell CPT: DT40-hTDP1 cell growth loss with CPT. chicken DT40 Tdp1-/-;hTDP1 cells + 20 nM CPT, ATP luminescence, 48 h. Potency, µM (titrated, usually from 46.2 µM), without a hit: at the top dose activity change, negative = growth inhibition, usual class: inhibitors. AID 686979. 12% of 420,000 active; further: nearly all actives have a fitted effect of over 55% in size
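Cell growth measured by CellTiter-Glo luminescence after a minimum 48 h, 37 C compound exposure with 20 nM CPT in Tdp1-knockout DT40 cells stably expressing hTDP1, seeded 400/well; qHTS titration format.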
TDP1 cell noCPT: qHTS for Inhibitors of human tyrosyl-DNA phosphodiesterase 1 (TDP1): qHTS in cells in absence of CPT. DT40 Tdp1-/- hTDP1 cells, no CPT, ATP luminescence, 48 h. Potency, µM (highest dose often 46.2 µM), for inactives: top-dose activity change, negative = growth inhibition, actives largely listed as inhibitors. 15% of 420,000 active. AID 686978, 2013; further: nearly all actives have a fitted effect of over 55% in size
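No-CPT arm: Tdp1-/-;hTDP1 DT40 cells (400/well) plus compounds, incubated ≥48 hr at 37 °C. Readout CellTiter-Glo luminescence.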
* hit, by the source's call; [ ] = remark or other dose. The call rests on the fitted dose curve; in most records, active means well fitted curve in the direction sought with a large enough effect; inconclusive means small, poorly fitted or top-dose-only effect, or another doubt; inactive means no such curve, though single readings can be large; an effect the other way counts as inactive or inconclusive. On the % scale 0 is the no-effect control and ±100 the full control effect; potency means the concentration at half of the fitted maximal effect.

A first look:
What do the screens show for `CC(NC(=O)c1ccc2c(c1)CCN2S(=O)(=O)c1ccccc1)c1ccccc1` (configuration not stated)?
GCN5L2 inh: -10%; TDP1 cell CPT: inconclusive; TDP1 cell noCPT: inconclusive

How did O=C(NC1CCN(Cc2ccccc2)CC1)c1ccc(Cn2c(=S)[nH]c3ccc(N4CCOCC4)cc3c2=O)cc1 do in these assays?
GCN5L2 inh: -5%; TDP1 cell CPT: inconclusive; TDP1 cell noCPT: inconclusive

How did COc1ccc(CCNC(=O)CNC(=O)c2nn(-c3ccc(OC)c(OC)c3)c(=O)c3ccccc23)cc1OC do in these assays?
GCN5L2 inh: -2%; TDP1 cell CPT: -28%; TDP1 cell noCPT: 9.2µM*

Results for COCCn1c(-c2ccsc2)nc2c1c(=O)[nH]c(=O)n2CC(C)C ?
GCN5L2 inh: 0%; TDP1 cell CPT: -1%; TDP1 cell noCPT: -8%

What do the screens show for `CC1CCCCC1NC(=O)COC(=O)COc1ccc(Cl)cc1` (configuration not stated)?
GCN5L2 inh: 0%; TDP1 cell CPT: -25%; TDP1 cell noCPT: -16%

How did CC(C)CC(NC(=O)C1CCC(C)CC1)C(=O)NCc1ccco1 (configuration not stated) do in these assays?
GCN5L2 inh: -3%; TDP1 cell CPT: -29%; TDP1 cell noCPT: -16%

How did Cc1cc(NC(=O)CSc2nnc(-c3ccccc3F)n2N)no1 do in these assays?
GCN5L2 inh: 0%; TDP1 cell CPT: 13%; TDP1 cell noCPT: 5%

How did O=C(C1CC(c2ccc(F)cc2)=NO1)N1CCCc2ccccc21 (configuration not stated) do in these assays?
GCN5L2 inh: -3%; TDP1 cell CPT: -20%; TDP1 cell noCPT: -28%

How did O=C(CSCSCC(=O)NCC1CCCO1)NCC1CCCO1 (configuration not stated) do in these assays?
GCN5L2 inh: 5%; TDP1 cell CPT: -22%; TDP1 cell noCPT: -7%

How did CC(=O)c1nnn(-c2ccc(Cl)cc2C#N)c1C do in these assays?
GCN5L2 inh: 12%; TDP1 cell CPT: 0%; TDP1 cell noCPT: -23%

Main list (from the top)
What do the screens show for `CC(NC(=O)c1ccc2c(c1)CCN2S(=O)(=O)c1ccccc1)c1ccccc1` (configuration not stated)?
GCN5L2 inh: -10%; TDP1 cell CPT: inconclusive; TDP1 cell noCPT: inconclusive

How did O=C(NC1CCN(Cc2ccccc2)CC1)c1ccc(Cn2c(=S)[nH]c3ccc(N4CCOCC4)cc3c2=O)cc1 do in these assays?
GCN5L2 inh: -5%; TDP1 cell CPT: inconclusive; TDP1 cell noCPT: inconclusive

How did COc1ccc(CCNC(=O)CNC(=O)c2nn(-c3ccc(OC)c(OC)c3)c(=O)c3ccccc23)cc1OC do in these assays?
GCN5L2 inh: -2%; TDP1 cell CPT: -28%; TDP1 cell noCPT: 9.2µM*

Results for COCCn1c(-c2ccsc2)nc2c1c(=O)[nH]c(=O)n2CC(C)C ?
GCN5L2 inh: 0%; TDP1 cell CPT: -1%; TDP1 cell noCPT: -8%

What do the screens show for `CC1CCCCC1NC(=O)COC(=O)COc1ccc(Cl)cc1` (configuration not stated)?
GCN5L2 inh: 0%; TDP1 cell CPT: -25%; TDP1 cell noCPT: -16%

How did CC(C)CC(NC(=O)C1CCC(C)CC1)C(=O)NCc1ccco1 (configuration not stated) do in these assays?
GCN5L2 inh: -3%; TDP1 cell CPT: -29%; TDP1 cell noCPT: -16%

How did Cc1cc(NC(=O)CSc2nnc(-c3ccccc3F)n2N)no1 do in these assays?
GCN5L2 inh: 0%; TDP1 cell CPT: 13%; TDP1 cell noCPT: 5%

How did O=C(C1CC(c2ccc(F)cc2)=NO1)N1CCCc2ccccc21 (configuration not stated) do in these assays?
GCN5L2 inh: -3%; TDP1 cell CPT: -20%; TDP1 cell noCPT: -28%

How did O=C(CSCSCC(=O)NCC1CCCO1)NCC1CCCO1 (configuration not stated) do in these assays?
GCN5L2 inh: 5%; TDP1 cell CPT: -22%; TDP1 cell noCPT: -7%

How did CC(=O)c1nnn(-c2ccc(Cl)cc2C#N)c1C do in these assays?
GCN5L2 inh: 12%; TDP1 cell CPT: 0%; TDP1 cell noCPT: -23%

How did COc1cc(Br)c(C(C)NC(=O)c2ccccc2)cc1OC (configuration not stated) do in these assays?
GCN5L2 inh: -10%; TDP1 cell CPT: inconclusive; TDP1 cell noCPT: inconclusive

Results for COc1ccc2c(-c3ccc(SC)cc3)c(-c3ccc(S(C)(=O)=O)cc3)sc2c1 ?
GCN5L2 inh: -13%; TDP1 cell CPT: inconclusive; TDP1 cell noCPT: inconclusive

Results for CC(=O)Nc1ccc2c(c1Br)Cc1ccccc1-2 ?
TDP1 cell CPT: -7%; TDP1 cell noCPT: -27%

What do the screens show for `COCCCn1c2nc3ccccc3nc2c2c(=O)n(-c3ccccc3OC)cnc21`?
GCN5L2 inh: 1%; TDP1 cell CPT: inconclusive; TDP1 cell noCPT: -29%

What do the screens show for `Cc1ccc(S(=O)(=O)NCCNC(=O)CN2CCOCC2)cc1`?
GCN5L2 inh: -2%; TDP1 cell CPT: 11%; TDP1 cell noCPT: -1%

Results for CCCc1cc(=O)n2[nH]c(C)nc2n1 ?
GCN5L2 inh: -6%; TDP1 cell CPT: -15%; TDP1 cell noCPT: -1%

How did Cc1csc(N/N=C/c2c(F)cccc2Cl)n1 do in these assays?
GCN5L2 inh: -5%; TDP1 cell CPT: inconclusive; TDP1 cell noCPT: inconclusive

What do the screens show for `CCN(CC)S(=O)(=O)c1ccc(NC(=O)c2ccccc2N(C)S(C)(=O)=O)cc1`?
GCN5L2 inh: -7%; TDP1 cell CPT: -7%; TDP1 cell noCPT: 1%

How did CCCCc1n(CC(=O)c2ccc(Cl)cc2)c2ccccc2[n+]1C do in these assays?
GCN5L2 inh: 0%; TDP1 cell CPT: 6.5µM*; TDP1 cell noCPT: 6.5µM*

What do the screens show for `Oc1ccc(C23CC4CC(CC(C4)C2)C3)cc1O`?
GCN5L2 inh: 0%; TDP1 cell CPT: inconclusive; TDP1 cell noCPT: inconclusive

How did C[C@@H]1CN([C@@H](C)CO)C(=O)Cc2cc(NC(=O)Nc3ccc(C(F)(F)F)cc3)ccc2O[C@@H]1CN(C)S(=O)(=O)c1ccc(Cl)cc1 do in these assays?
GCN5L2 inh: -15%; TDP1 cell CPT: inconclusive; TDP1 cell noCPT: 15µM*

Results for COc1ccc(C(C)(O)c2nc(-c3ccccc3)cs2)cc1 (configuration not stated) ?
TDP1 cell CPT: 18µM*; TDP1 cell noCPT: 13µM*

How did Cc1coc2c(C)c3oc(=O)c(CCC(=O)N[C@@H](C)C(=O)N[C@@H](Cc4ccccc4)C(=O)O)c(C)c3cc12 do in these assays?
GCN5L2 inh: -4%; TDP1 cell CPT: 12%; TDP1 cell noCPT: -1%

Results for Cc1ccc(S(=O)(=O)NC(=O)c2ccccc2C)cc1 ?
GCN5L2 inh: 0%; TDP1 cell CPT: 1%; TDP1 cell noCPT: 11%

What do the screens show for `CCOc1ccccc1CNC(=O)c1cn(-c2ccc(OC)cc2)c(=O)c2ccccc12`?
GCN5L2 inh: inconclusive; TDP1 cell CPT: inconclusive; TDP1 cell noCPT: inconclusive

How did COc1cc(OC)c(C(=O)Nc2cccc3ccccc23)cc1OC do in these assays?
GCN5L2 inh: -4%; TDP1 cell CPT: inconclusive; TDP1 cell noCPT: inconclusive

How did CC1CCC(NC(=O)CCCn2sc3ccccc3c2=O)CC1 (configuration not stated) do in these assays?
GCN5L2 inh: -2%; TDP1 cell CPT: inconclusive; TDP1 cell noCPT: inconclusive

Results for Cc1ccc(-c2nn(-c3ccccc3)cc2C(=O)NN2CCN(C)CC2)cc1 ?
GCN5L2 inh: -2%; TDP1 cell CPT: 2%; TDP1 cell noCPT: -8%

Results for COc1ccc(CN2CC(=O)N3[C@H]4c5cc(C)ccc5OC[C@@H]4[C@H](c4ccccc4)[C@]3(C)C2=O)cc1 ?
GCN5L2 inh: -11%; TDP1 cell CPT: inconclusive; TDP1 cell noCPT: 21µM*

What do the screens show for `CN1CCN(c2ccc(S(=O)(=O)N3CCCCC3)cn2)CC1`?
GCN5L2 inh: -14%; TDP1 cell CPT: 0%; TDP1 cell noCPT: -25%

What do the screens show for `O=[N+]([O-])c1ccc(C(c2sc3nc(-c4ccco4)nn3c2O)N2CCC3(CC2)OCCO3)cc1` (configuration not stated)?
GCN5L2 inh: -5%; TDP1 cell CPT: 10%; TDP1 cell noCPT: 6%

How did CCCCn1c(SCC(=O)N2CC(=O)Nc3ccccc32)nnc1-c1ccoc1C do in these assays?
GCN5L2 inh: 3%; TDP1 cell CPT: 7%; TDP1 cell noCPT: -1%

How did COc1cccc(Oc2cn[nH]c2-c2ccc(O)cc2O)c1 do in these assays?
GCN5L2 inh: -3%; TDP1 cell CPT: 9.2µM*; TDP1 cell noCPT: inconclusive

What do the screens show for `Cc1cccc(/N=C2/NC(=O)C(Cc3ccccc3)S2)n1` (configuration not stated)?
GCN5L2 inh: 27%; TDP1 cell CPT: inconclusive; TDP1 cell noCPT: -18%

Results for CC(=O)NS(=O)(=O)c1ccc(NC(=O)CSc2ccc(Cl)cc2)cc1 ?
GCN5L2 inh: -1%; TDP1 cell CPT: -7%; TDP1 cell noCPT: 4%

What do the screens show for `CCC(=O)[C@@]1(C)[C@H](C)C[C@H]2[C@@H]3CCC4=CC(=O)C=C[C@]4(C)[C@H]3[C@@H](O)C[C@@]21C`?
GCN5L2 inh: 3%; TDP1 cell CPT: 13µM*; TDP1 cell noCPT: 16µM*

What do the screens show for `O=C(NCc1ccccc1)c1sc(=S)n2c1[nH]c(=O)c1ccccc12`?
GCN5L2 inh: -4%; TDP1 cell CPT: -24%; TDP1 cell noCPT: -20%

Results for Cc1ccc(S(=O)(=O)N2CCOCC2)cc1C(=O)Nc1nc(-c2ccccn2)cs1 ?
GCN5L2 inh: -5%; TDP1 cell CPT: 5.2µM*; TDP1 cell noCPT: 4.1µM*

How did Cc1cccc(OCC(=O)Nc2nnc(S(=O)(=O)N3CCc4ccccc43)s2)c1 do in these assays?
GCN5L2 inh: -4%; TDP1 cell CPT: inconclusive; TDP1 cell noCPT: inconclusive

How did O=C(Nc1ccc(C(=O)N2CCN(c3ccc(Cl)cc3)CC2)cc1)c1nsc2ccccc12 do in these assays?
GCN5L2 inh: 5%; TDP1 cell CPT: inconclusive; TDP1 cell noCPT: inconclusive

How did CCCNC(=O)c1ccccc1NC(=O)CSCc1ccc(OC)cc1 do in these assays?
GCN5L2 inh: -1%; TDP1 cell CPT: -12%; TDP1 cell noCPT: -8%

Results for CN(NS(=O)(=O)c1ccccc1)C(=O)c1ccccc1 ?
TDP1 cell CPT: 11%; TDP1 cell noCPT: 12%

Results for C=CCNc1nc(Nc2cc(Cl)ccc2OC)nc(OC)n1 ?
GCN5L2 inh: -5%; TDP1 cell CPT: 1%; TDP1 cell noCPT: -21%

Results for COCCn1c(SCC(=O)NCc2ccc(F)cc2)nc2ccccc21 ?
GCN5L2 inh: -2%; TDP1 cell CPT: 1%; TDP1 cell noCPT: -16%

How did CCOC(=O)c1[nH]c2c(c1C)C(=O)CC(c1ccc(F)cc1)C2 (configuration not stated) do in these assays?
GCN5L2 inh: -5%; TDP1 cell CPT: 0.73µM*; TDP1 cell noCPT: 0.65µM*

Results for Cc1noc(NS(=O)(=O)c2ccc(NC(=O)c3ccc(F)cc3)cc2)c1C ?
GCN5L2 inh: 2%; TDP1 cell CPT: 2%; TDP1 cell noCPT: 7%

Results for Cc1ccc(C2C(C#N)=C(N)Oc3n[nH]c(-c4ccccc4)c32)o1 (configuration not stated) ?
GCN5L2 inh: -3%; TDP1 cell CPT: 13µM*; TDP1 cell noCPT: 23µM*

What do the screens show for `Cc1nn(-c2ccccc2)c2[nH]c(=O)c(CNCCN3CCOCC3)cc12`?
GCN5L2 inh: -6%; TDP1 cell CPT: 1%; TDP1 cell noCPT: 3%

How did COCCn1c(SCC(=O)Nc2cc(C)on2)nc2cc(Cl)ccc2c1=O do in these assays?
GCN5L2 inh: -4%; TDP1 cell CPT: -5%; TDP1 cell noCPT: inconclusive

How did O=C(COC(=O)Cc1ccsc1)NCc1ccccc1 do in these assays?
GCN5L2 inh: -14%; TDP1 cell CPT: -4%; TDP1 cell noCPT: 21%

How did S=c1[nH]ncn1/N=C/c1ccccn1 do in these assays?
GCN5L2 inh: -2%; TDP1 cell CPT: -7%; TDP1 cell noCPT: -16%

What do the screens show for `O=C(Cn1cnc2ccccc21)N/N=C/c1ccccc1`?
GCN5L2 inh: 0%; TDP1 cell CPT: -11%; TDP1 cell noCPT: -20%

Results for CCC1CN(CCNC(=O)c2cc(C(C)C)nn2C)Cc2cc(OC)ccc2O1 (configuration not stated) ?
TDP1 cell CPT: -13%[9.04 µM]; TDP1 cell noCPT: -23%

Screening results from PubChem.

An unsorted share of the library, and some 18% of all compounds hit somewhere here.
